# TAG inh: reduces triacylglycerol accumulation in H9c2 cells | 0.66% of 230,000 active | AID 651582 | inhibition, % at 12.5 µM | Nile Red lipid (TAG) fluorescence; cells loaded with 200 µM oleic acid;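 active = pattern-corrected inhibition of lipid staining of at least 50% with the nuclear-stain viability signal not falling by more than 50%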;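 also: 0% = DMSO wells and 100% = triacsin C control wells; some results filed as inactive read as strong as hits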
# TAG inh DAPI viability: also measured in TAG inh; calls as there; DAPI nuclei signal change (viability), lower = more cytotoxic, %;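 whole-well DAPI fluorescence read on a plate reader as a viability signal; minus 50 percent equals half of cells still viable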
# Active calls of the source: *. This is a subset, so the mix of outcomes need not match the whole.
SMILES,TAG inh,TAG inh DAPI viability
COC(=O)c1ccccc1COn1c(=O)c(C)[n+]([O-])c2ccccc21,-3,2
Cc1cccc(OCCCSc2nc3ccc(C)cc3[nH]2)c1,8,-3
CC(=O)c1cccc(NC(=O)NNC(=O)c2ccc3ccccc3c2)c1,-5,6
COc1cc(OC)nc(NC(=O)C(C)C)n1,1,4
COc1ccccc1CC(=O)OCC(=O)N1CCN(c2ccc(F)cc2)CC1,-13,7
O=S(=O)(c1ccc(Br)cc1Cl)N1CCCN(c2ccc(C(F)(F)F)cn2)CC1,-23,-3
O=C(N/N=C(\Cc1ncc[nH]1)c1ccccc1)c1cccnc1,12,-12
Cc1ccccc1CN1CCNC(=O)C1CC(=O)NCCN1CCCCC1=O (configuration not stated),2,-1
Cc1ccc(Sc2ccc([N+](=O)[O-])cc2[N+](=O)[O-])nc1,-13,98
COc1ccc(Cc2nnc(SC(C)C(=O)Nc3ccc(F)cc3Cl)o2)cc1 (configuration not stated),13,-1
CN1CCc2cc(Cl)c(O)cc2[C@@H](c2ccccc2)C1,4,1
Cc1nnc(N2CCCCC2)c2ccccc12,6,-6
O=C(O)c1ccc(CN2CCOCC2)o1,3,2
COc1cccc(CN2CCNC(=O)C2CC(=O)N(Cc2cnn(C)c2)C(C)C)c1 (configuration not stated),12,-6
CCOc1ccc(C(=O)C(CCC(CN(C)C)C(=O)c2ccc(OCC)cc2)CN(C)C)cc1 (configuration not stated),81,-52
COc1ccc(CCNC(=O)C/C(C)=N/NC(=O)C(c2ccccc2)c2ccccc2)cc1OC,2,9
COc1cccc(OCC(O)CN2C(C)CCCC2C)c1 (configuration not stated),-7,10
CC(=O)OCC(=O)[C@@]12OC3(CCCC3)O[C@@H]1C[C@H]1[C@@H]3CCC4=CC(=O)C=C[C@]4(C)[C@@]3(F)[C@@H](O)C[C@@]12C,57*,4.2*
COc1ccc(-c2cn3cc(C)ccc3n2)cc1F,5,-9
N#Cc1ccsc1NC(=O)C1CCN(S(=O)(=O)c2cccs2)CC1,1,3
COc1ccc(-c2csc(NC(=O)c3ccccc3NS(=O)(=O)c3ccc(F)c(F)c3)n2)cc1,0,-5
CCOc1ccc(N2CC(C(=O)Nc3ccc(F)cc3F)CC2=O)cc1 (configuration not stated),-13,9
COc1cc(OC)c(OC)cc1/C=N/Nc1ncnc2c1[nH]c1ccccc12,20,39
Cc1cc(=O)[nH]c2ccc(S(=O)(=O)Nc3ccc(O)cc3)cc12,12,-6
CC(OC(=O)c1ccc(NS(=O)(=O)c2ccc3[nH]c(=O)[nH]c3c2)cc1)C(=O)Nc1ccc(Cl)cc1 (configuration not stated),-6,8
SMILES,TAG inh,TAG inh DAPI viability
O=C(NCc1ccco1)C12CN(Cc3ccccc3)CC1C(c1ccc([N+](=O)[O-])cc1)=NO2 (configuration not stated),-28,6
COc1ccc(Cn2nnnc2C(c2ccccc2Cl)N2CCC(C(N)=O)CC2)cc1 (configuration not stated),-19,-13
COc1ccc(NC(=O)CCN2CCCCCC2)cc1,-12,6
COc1cccc(CN(C)C(=O)C2CC(=O)N(c3ccc4c(c3)OCCO4)C2)c1 (configuration not stated),-4,5
Cc1nc(N2CCOCC2)sc1C(=O)NN,-4,2
c1ccc(N2CCOCCOCCOCCOCC2)cc1,-6,-3
Cc1cccc(/C=C(\C(=O)C(=O)O)c2ccc3ccccc3n2)c1,0,-2
C[C@H]1COC(=O)[C@H](Cc2ccc(F)cc2)CC/C=C/C[C@@H](CC(=O)N[C@@H](CO)Cc2ccccc2)C(=O)N1,2,5
CCc1cc2c(=O)n(-c3ccc(Br)cc3)cnc2s1,-19,0
CC(C)Cc1ccc(CN2CCC(n3nccc3NC(=O)C3CCCC3)CC2)cc1,-14,-6
Cc1ccc(NC(=O)CN(C)CC(=O)Nc2sc3c(c2C(N)=O)CCC3)cc1,10,-3
CCCOc1ccc(-c2nnn(CC(=O)Nc3cccc(C(=O)OC)c3)n2)cc1,-14,-1
CSc1ccc(S(=O)(=O)Nc2ccc(NC(C)=O)cc2)cc1,3,-5
O=C(c1ccc2c(c1)OCO2)N1CCC2(CC1)Oc1ccc(Cl)cc1C(=O)C21CC(c2ccccc2)=NO1 (configuration not stated),28,-9
CNC(=O)c1ccsc1NC(=O)CN1C(=O)CCC1=O,-9,4
O=C(NC(=O)c1ccccc1Cl)Nc1ccc(-c2cnco2)cc1,-18,2
Cc1ccsc1/C=C1\SC(N)=NC1=O,4,1
O=[N+]([O-])c1c(Nc2ccccc2)ccc2nonc12,-3,10
O=C(/C=C/c1ccccc1)N/C(=C/c1ccccc1)C(=O)N1CCCCC1,18,2
COC(=O)c1sc(S(=O)(=O)NCCC(=O)O)c(C(=O)OC)c1C,-5,1
C/C(=N\NC(=O)c1cccc(S(=O)(=O)N2CCCC2)c1)c1ccco1,-12,-6
O=C1COc2ccc(-c3n[nH]c(=O)c4ccccc34)cc2N1,5,-3
CCC(C)CCN1C(N(C)C)=NC[C@@H]1C (some centres not stated),2,-5
CCn1cc(C(=O)OCC(=O)Nc2ccc(C(C)C)cc2)c(=O)c2ccc(C)nc21,5,-2
CCOC(=O)C1CCN(S(=O)(=O)c2ccc3c(c2)NC(=O)C(C)C(=O)N3)CC1 (configuration not stated),39,-4
SMILES,TAG inh,TAG inh DAPI viability
O=C(CSCc1c(F)cccc1Cl)Nc1cccnc1,5,1
O=C1C(Nc2ccccc2)=C(N2CCCCC2)C(=O)c2ccccc21,31,-2
CCN(CC)C(=O)C1=C(C)N(Cc2ccccc2)C(=O)C(CC(=O)NCc2cccs2)C1 (configuration not stated),2,4
Cc1cc(C)cc(-c2nnc(SCC(=O)NC3CC3)o2)c1,3,4
CCCCNC(=O)[C@@H]1CC=C[C@@H]2CCN(Cc3ccc(Cl)c(Cl)c3)C(=O)[C@@H]21,-3,-6
CCCCNC(=O)CN1C(=O)NC2NC(=O)NC21 (configuration not stated),-2,-3
CCc1ccccc1NC(=S)N(Cc1cccc(C)c1)c1cccnc1,-1,5
COc1cc2c(=O)n(CC3CCCO3)c(=O)n(CC(=O)Nc3cccc(Cl)c3)c2cc1OC (configuration not stated),-3,-8
COC(=O)CN(n1cnnc1)S(=O)(=O)c1ccccc1Cl,22,-13
O=C(OCc1cn([C@@H]2C[C@H](c3ccccc3)N(C(=O)c3cccs3)C[C@H]2O)nn1)c1ccccc1,-13,0
COc1ccc2[nH]c(C(=O)Nc3ccc4c(c3)OCO4)cc2c1,0,-2
CCOC(=O)c1c(C)[nH]c(C=Nc2ccc(OC)cc2)c1O,1,-2
O=C(C1COc2ccccc2O1)N1CCN(c2nc3c(F)cc(F)cc3s2)CC1 (configuration not stated),13,-7
COc1ccc(NS(=O)(=O)c2ccc(C(=O)N3CCN(c4ccc(F)cc4)CC3)cc2)cc1,-18,1
C[C@]12C[C@H](O)[C@@H]3c4ccc(O)cc4CCC3[C@@H]1CCC2=O (some centres not stated),7,-2
CC[N+](C)(C)Cc1ccccc1Br,-10,2
CCOC(=O)C1CCCN(C(=O)c2ccc(-c3ccc([N+](=O)[O-])cc3)o2)C1 (configuration not stated),0,13
CCc1ccc(OCC(O)CN2CCN(CCO)CC2)cc1 (configuration not stated),-4,4
COc1ccc2nc(N(Cc3ccccc3)C(=O)CCNC(C)=O)sc2c1,15,-2
CSc1oc(-c2ccco2)nc1S(=O)(=O)c1ccc(Br)cc1,-11,-5
COc1ccc(/C=C/C(=O)OCCNC(=O)c2ccncc2)cc1OC,5,-2
COCCNC(=S)Nc1ccc(S(=O)(=O)Nc2cnc3ccccc3n2)cc1,16,-5
Cc1ccc(S(=O)(=O)N2CCC(C(=O)OCc3ccc([N+](=O)[O-])cc3)CC2)cc1,-4,10
Cc1noc(C)c1S(=O)(=O)N1CCC(C(=O)N(C)Cc2ccccc2)CC1,-11,13
CCCSc1nsc(NC(=O)CCC)n1,-4,3
SMILES,TAG inh,TAG inh DAPI viability
COc1cccc(S(=O)(=O)NCC(=O)N2CCCC2)c1,8,-10
Cc1nnc(N/N=C/c2ccc([N+](=O)[O-])cc2)n1N,-9,4
Cc1cccc(OCCCC(=O)Nc2ccc(Cl)c(S(=O)(=O)N3CCOCC3)c2)c1,0,-9
CCSc1nc(-c2ccccc2)nc(C(Cl)Cl)n1,68,-52
Cc1ccc(COn2c(-c3ccc(Cl)cc3Cl)nc3ncccc32)cc1,-1,-11
COc1cc(/C=N/NC(=O)C(=O)NCc2ccco2)cc(Cl)c1O,-7,14
Cc1cc(Cl)n2nc(C)c(-c3ccc(Cl)cc3)c2n1,13,1
O=C(CCC1COc2ccccc2O1)N1CCCC1 (configuration not stated),0,-8
O=C(CSc1ccc(F)cc1)Nc1nnc(-c2ccco2)o1,-18,3
O=C(O)c1ccc2cc(-c3ccccc3)[nH]c2c1,-6,5
O=[N+]([O-])c1ccc(Sc2cccc[n+]2[O-])c2nonc12,102*,-44*
Cc1cc(=O)[nH]c(SCC(=O)N2CCN(S(=O)(=O)c3ccccc3)C2)n1,-5,-3
N#CC1=C(N)Oc2c(oc(CO)cc2=O)C1c1cccs1 (configuration not stated),6,-9
O=C1C=C(c2ccoc2)N2CCC[C@H]2C1,4,-5
O=C(c1ccc(F)cc1)N1CCN(c2ccc([N+](=O)[O-])cc2-n2cccc2)CC1,-8,-3
Cc1cc(C)n2nc(SC(C)C(=O)Nc3ccccc3F)nc2n1 (configuration not stated),12,1
O=C(NCCc1cccc(Cl)c1)c1cc2ccccc2oc1=O,0,-8
O=C(COc1nc2ccccc2nc1N1CCOCC1)N1CCc2ccccc21,5,-8
COc1cccc(-c2nc(-c3ccccc3)c(-c3ccccc3)[nH]2)c1OCC(=O)O,11,1
CC(C)C1OC2c3cccc4cccc(c34)C2N1c1ccccc1 (configuration not stated),19,-10
COc1cccc(NC(=O)C2(C)CCN2Cc2ccc(-c3ccccc3)o2)c1 (configuration not stated),4,-6
COc1ccc(S(=O)(=O)N2CCCC(C(=O)N3CCCC3)C2)cc1OC (configuration not stated),-12,-2
Cc1cccc2cc(CN(Cc3ccco3)C(=O)c3cccs3)c(=O)[nH]c12,-25,13
Cc1cc(CNC[C@H]2O[C@@H](n3cnc4c(N)ncnc43)[C@H](O)[C@@H]2O)no1,3,-4
COC(=O)Cn1cnc2ccccc2c1=O,-5,-4

# For reference, part of the list above:
SMILES,TAG inh,TAG inh DAPI viability
Cc1ccsc1/C=C1\SC(N)=NC1=O,4,1
O=[N+]([O-])c1c(Nc2ccccc2)ccc2nonc12,-3,10
O=C(/C=C/c1ccccc1)N/C(=C/c1ccccc1)C(=O)N1CCCCC1,18,2
COC(=O)c1sc(S(=O)(=O)NCCC(=O)O)c(C(=O)OC)c1C,-5,1
C/C(=N\NC(=O)c1cccc(S(=O)(=O)N2CCCC2)c1)c1ccco1,-12,-6
O=C1COc2ccc(-c3n[nH]c(=O)c4ccccc34)cc2N1,5,-3
CCC(C)CCN1C(N(C)C)=NC[C@@H]1C (some centres not stated),2,-5
CCn1cc(C(=O)OCC(=O)Nc2ccc(C(C)C)cc2)c(=O)c2ccc(C)nc21,5,-2
CCOC(=O)C1CCN(S(=O)(=O)c2ccc3c(c2)NC(=O)C(C)C(=O)N3)CC1 (configuration not stated),39,-4
O=C(CSCc1c(F)cccc1Cl)Nc1cccnc1,5,1
O=C1C(Nc2ccccc2)=C(N2CCCCC2)C(=O)c2ccccc21,31,-2
CCN(CC)C(=O)C1=C(C)N(Cc2ccccc2)C(=O)C(CC(=O)NCc2cccs2)C1 (configuration not stated),2,4
Cc1cc(C)cc(-c2nnc(SCC(=O)NC3CC3)o2)c1,3,4
CCCCNC(=O)[C@@H]1CC=C[C@@H]2CCN(Cc3ccc(Cl)c(Cl)c3)C(=O)[C@@H]21,-3,-6
CCCCNC(=O)CN1C(=O)NC2NC(=O)NC21 (configuration not stated),-2,-3
CCc1ccccc1NC(=S)N(Cc1cccc(C)c1)c1cccnc1,-1,5

# (further entries)
SMILES,TAG inh,TAG inh DAPI viability
N#Cc1ncn(-c2ccc(Oc3ccccc3)cc2)c1N,13,-2
COc1ccc(-c2nc(C(N)=O)c3[nH]c(=O)n(-c4ccccc4OC)c3n2)c(OC)c1,-6,7
Cc1ccc2c(c1)N(CCC(=O)NC(C)C)C(=O)CO2,-7,-1
O=c1c2c(-c3ccccc3)csc2ncn1/N=C/c1ccc(O)c([N+](=O)[O-])c1,-10,14
CS(=O)(=O)N1CCN(C/C=C/c2ccccc2)CC1,16,1
COc1cccc(-n2c(SCC(=O)Nc3nccs3)nnc2-c2ccoc2C)c1,20,-5
OCC1(Cc2ccccc2)CCN(Cc2ccccn2)CC1,-11,3
C=Cc1ccc(Cn2c(C)c(C(=O)NCc3cccc(C(F)(F)F)c3)sc2=O)cc1,-4,-6
CCn1cc(C(c2ccccc2)C(C(C)=O)[N+](=O)[O-])c2ccccc21 (configuration not stated),-10,12
COc1ccc(-c2csc(Nc3cccnc3)n2)cc1,-11,3
CCCCC(=O)Nc1ccc2c(c1)nc(CCN1CCOCC1)n2C,1,6
CSc1cccc(NC(=S)N(CCCN2CCCC2)Cc2cccn2Cc2ccc(Cl)cc2)c1,57*,-18*
Oc1ccc(CNc2ccccc2)c2cccnc12,-133,-1
Cc1nc2cc3c(cc2s1)OCO3,11,-4
CSCCOC(=O)C1=C(C)NC(=O)CC1c1ccccc1Cl (configuration not stated),-10,7
O=C(c1ccco1)N1N=C(c2cccs2)CC1c1ccc(F)cc1 (configuration not stated),-15,18
CCCC(c1nnnn1C(C)(C)CC)N(Cc1ccco1)Cc1cc2ccc(OC)cc2[nH]c1=O (configuration not stated),5,-4
CCSc1ccc(C(=O)NCC(=O)O)cc1,-3,9
CC1CCN(C(=O)CSc2nnc(CNC(=O)c3ccc(F)cc3)o2)CC1,-2,6
COCCN=C1N[C@@H](c2cccc(C(F)(F)F)c2)C(C(=O)OC)=C(C)N1Cc1ccccc1,2,2
O=C(COC(=O)Cc1cccs1)Nc1ccc(OC(F)(F)F)cc1,4,1
CCc1nc2c(OCCc3cccc(OC)c3)cccn2c1N(C)C(=O)c1cccs1,-6,9
O=C(Nc1cccn2ncnc12)c1ccc(Cl)cc1,-4,-5
CN(C)/C=C(/C#N)C(=O)c1cccc(Oc2ccc(C(C)(C)C)cc2)c1,16,-15
COc1ccc(/C=c2\s/c(=C\C(=O)C(C)(C)C)[nH]c2=O)cc1O,30,-7
